Mm-Cpn inhibitor – Inhibitors of TCP-1 ring complex (TRiC) of Methanococcus maripaludis (MmCpn): qHTS; purified Mm-Cpn ATPase, ADP Transcreener TR-FRET; Potency, µM (series often up to 76.9 µM), without a hit: at the top dose activity, negative = inhibition, hits mostly inhibitors; actives 0.031% (n = 330,000); AID 504842, 2011; note: potency is the fitted concentration of half-maximal effect; % is set by controls: 0 for no effect and ±100 for the full control effect; nearly all actives have a fitted effect of over 80% in size
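Purified archaeal Mm-CPN (25nM final) preincubated 10 min at 37degC with compound, then 10uM ATP for 30 min at 37degC; ADP measured by HTRF Transcreener TR-FRET; buffer 30 mM TRIS pH 7.4, 100mM KCl, 5mM MgCl2, 1mM DTT.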
Abeta rescue – qHTS for compounds that reverse cellular toxicity of Amyloid beta (A-beta) peptide in yeast: Primary Screen; Potency, µM (doses to about 46.1 µM), inactives show at the highest dose growth rescue, usual class: activators; yeast expressing A-beta42, growth rescue, OD600, 48 h; response scale: 0% DMSO, 100% iron-clioquinol control; actives 0.063% (n = 410,000); note: potency is the fitted concentration of half-maximal effect; nearly all actives have a fitted effect of over 55% in size
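Yeast A-beta toxicity model in growth medium with pinned compounds, 48 h at 30 C; growth read as absorbance at 600 nm. Normalized to FeCl3/clioquinol equimolar mix (positive) and DMSO (negative).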
CCT modulator – High-Throughput Screening for Modulators of Cytosolic Chaperonin Activity. purified chaperonin ATPase assay, HTRF ADP detection, 30 min. activity change, % (test concentration not listed), hits read low. actives 0.3% (n = 360,000). AID 651819, 2012; in the data active = activity change below about -30%; note: % is set by controls: 0 for no effect and ±100 for the full control effect
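First, chaperonin was dispensed at 40 nM or 20 nM final depending on batch activity. Next, compounds were pinned at 76 uM and ATP added at 10 uM. After 30 min at 37 °C, ADP detection reagents ran 30 min at ambient temperature.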
HepG2 viability – qHTS for Inhibitors of TGF-b: Cytotox Counterscreen; HepG2 CAGA-GFP viability, ATP luminescence, 18 h; Potency, µM (series often up to 46.1 µM), inactives show at the highest dose activity change, negative = cytotoxicity, usual class: cytotoxic; actives 0.76% (n = 410,000); AID 588856, 2011; note: potency is the fitted concentration of half-maximal effect; some results filed as inactive show a strong effect at the top dose
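HepG2 CAGA-GFP cells (1000/well, DMEM with 1% FBS) received compound, then TGF-beta at 500 pg/mL final, and were incubated 18 hours at 37 degrees C. Viability was read by CellTiter-Glo luminescence. Media-only wells were set as complete cell-killing and DMSO as no toxicity.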
TGFb SMAD3 inh – qHTS for Inhibitors of TGF-b. HepG2 CAGA-GFP TGF-b/SMAD3 reporter, GFP fluorescence, 18 h; TGF-beta stimulated, 500 pg/mL final. Potency, µM (titrated, usually from 46.1 µM), for inactives: at the top dose activity, negative = inhibition, most hits filed as inhibitors. actives 1.2% (n = 410,000). AID 588855, 2011; note: potency is the fitted concentration of half-maximal effect; % is set by controls: 0 for no effect and ±100 for the full control effect; nearly all actives have a fitted effect of over 65% in size
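HEPG2 CAGA-GFP, 1000 cells/well; 2 h settle, 37 C; cpd via pin tool; TGF-b 500 pg/mL final; 18 h, 37 C; GFP imaging ex488/em500-530; %Activity normalised to -TGF-b and +DMSO controls; CRC fit, curve class.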
A549 tox – Nrf2 qHTS screen for inhibitors: counterscreen for cytotoxicity. A549 ARE-Fluc cells, CellTiter-Fluor viability, 18-24 h. Potency, µM (titrated, usually from 46 µM), inactives show top-dose activity change, negative = cytotoxicity, hits mostly inhibitors. actives 0.16% (n = 390,000); note: potency is the fitted concentration of half-maximal effect; % is set by controls: 0 for no effect and ±100 for the full control effect
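A549 ARE-Fluc cells in 5% FBS OPTI-MEM, 5000 cells/well, rested 2 h then exposed to compounds in concentration-response for 18-24 h at 37 °C. Viability by CellTiter-Fluor fluorescence (Ex 405/Em 525) after 30 min; luciferase luminescence (BugLite, 15 min, RT) read afterwards.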
Nrf2 inh – Nrf2 qHTS screen for inhibitors. actives 2.1% (n = 360,000). A549 ARE-Fluc reporter, luciferase luminescence, 18-24 h. Potency, µM (top dose mostly 46 µM), for the others: at the highest dose activity change, negative = inhibition, actives largely listed as inhibitors; note: potency is the fitted concentration of half-maximal effect; % is set by controls: 0 for no effect and ±100 for the full control effect; nearly all actives have a fitted effect of over 60% in size
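Cells were seeded and rested 2 h, then exposed to compounds for 18-24 h. CellTiter-Fluor was read first as a viability measure. BugLite was added 15 min before the final luminescent read of ARE-luciferase activity in A549 cells.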
Akt phos inh – HTS Assay for Inhibitors of Akt Phophorylation: Primary Screen; Neuro2A IGF-stimulated pAkt S473 HTRF, 20 min; active compounds read low; activity change, % for hits at 50 µM; actives 0.32% (n = 360,000); AID 651550, 2012; in the data active = activity change below about -80%; inconclusive = mostly about -51% to -80%; note: % is set by controls: 0 for no effect and ±100 for the full control effect
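Single-point screen (50 µM final compound) in Neuro2A cells stimulated 20 min with 6 nM IGF at 37 deg C. After lysis, Ser473-phosphorylated Akt read by HTRF (ex 330 nm, em 615/665 nm) as the 665/615 ratio.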
Nrf2 ARE act – qHTS of Nrf2 Activators. AREc32 ARE-luciferase reporter (MCF7-derived line), luminescence, 24 h. Potency, µM (top dose mostly 46.1 µM), for inactives: at the highest dose activation, usual class: activators. actives 0.31% (n = 410,000). AID 624171, 2012; note: potency is the fitted concentration of half-maximal effect; % of control where 0% means no effect; nearly all actives have a fitted effect of over 65% in size
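AREc32 cells carrying an ARE-driven firefly luciferase, 1000 cells/well in OPTI-MEM with 5% FBS, dosed after overnight attachment and incubated 24 hr at 37 deg C. Steady-Glo luminescence read after 30 min at RT.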
Numbers without * were called inactive; i = inactive; u = inconclusive; x = no result given. Unless noted, calls come from the whole dose curve; as a rule, active = well fitted curve in the direction sought with a large enough effect; inconclusive = small, poorly fitted or top-dose-only effect, or another doubt; inactive = no such curve, though single readings can be large; an effect the other way counts as inactive or inconclusive.

SMILES	Mm-Cpn inhibitor	Abeta rescue	CCT modulator	HepG2 viability	TGFb SMAD3 inh	A549 tox	Nrf2 inh	Akt phos inh	Nrf2 ARE act
COc1cc([N+](=O)[O-])ccc1NC(=O)Cc1ccc(F)cc1	-0.3%	14.0%	-0.9	-15.1%	u	-11.1%	u	i	4.7%
COc1ccc(-c2noc(CCC(=O)Nc3ccc(C(F)(F)F)cc3)n2)cc1	x	12.3%	x	-24.1%	-15.1%	-6.2%	18.4µM*	x	0.3%
COc1ccc(CCNC(=O)Cn2ccc3cc(S(=O)(=O)N4CCCCC4)ccc32)cc1OC	x	7.8%	x	-7.6%	-25.0%	2.3%	u	x	3.6%
COc1ccccc1CN(CC(=O)NCc1ccco1)C(=O)CNS(=O)(=O)c1ccccc1	-0.9%	18.4%	-2.7	3.8%	-6.2%	4.3%	x	i	9.8%
CC1=NN(c2ccccc2)C(=O)C1N=Nc1ccc(N)cc1 (stereo not given)	-3.9%	-33.3%	-0.7	-40.8%	-21.0%	u	u	i	7.9%
CC12CCC(C(=O)Nc3ncc([N+](=O)[O-])s3)(OC1=O)C2(C)C (stereo not given)	1.6%	-1.5%	-2.5	-2.4%	-11.2%	u	-19.4%	i	-0.3%
COc1cccc(NS(=O)(=O)c2cc3c(cc2C)NC(=O)CO3)c1	-0.1%	2.2%	-1.6	-18.2%	-1.7%	2.1%	-5.1%	i	-0.6%
CCOC(=O)c1c(C)c(C(=O)NCCCOC(C)C)c(C)n1C	-0.5%	2.0%	0.4	1.3%	u	6.3%	4.6%	i	0.2%
COc1ccc(-c2oc3ncn4nc(COc5ccc(Cl)cc5)nc4c3c2-c2ccc(OC)cc2)cc1	x	6.2%	x	1.9%	7.9%	-5.9%	1.1%	x	0.6%
COc1ccc(Nc2oc(COc3ccc(C)cc3)nc2C#N)cc1	1.3%	8.3%	-0.3	-22.8%	u	-5.6%	u	x	-0.1%
COc1cccc(CC(=O)NC2CCCN(Cc3ccc(Cl)cc3)C2)c1 (stereo not given)	-1.7%	3.5%	0.1	5.3%	-20.2%	5.6%	-14.8%	i	1.6%
COc1ccc2c(Cl)c(C(=O)NCCCn3ccnc3)sc2c1Cl	0.1%	1.3%	-0.3	4.6%	21.6%	0.4%	-22.8%	i	2.4%

Remaining list, next part:
SMILES	Mm-Cpn inhibitor	Abeta rescue	CCT modulator	HepG2 viability	TGFb SMAD3 inh	A549 tox	Nrf2 inh	Akt phos inh	Nrf2 ARE act
COc1ccc(CCC(=O)NCCOc2ccccc2Cl)cc1	x	15.5%	1.3	-3.7%	-6.3%	8.6%	u	i	8.6%
Cc1nc(SCC(=O)Nc2ccccc2)c2oc3ccccc3c2n1	-7.4%	4.4%	-8.3	12.0%	6.2%	-12.5%	-25.5%	-115.5%*	0.1%
CCCC(=O)NC(=S)NNC(=O)c1ccc([N+](=O)[O-])cc1	2.6%	24.8%	2.2	1.5%	10.8%	-1.5%	u	i	0.3%
Cc1nnsc1C(=O)NNc1c(Cl)cccc1Cl	-1.4%	11.1%	-1.9	-3.1%	10.2%	-14.5%	-4.6%	i	0.2%
CCOC(=O)C1CCCN(C(=O)c2ccc3c(c2)OCCO3)C1 (stereo not given)	0.8%	13.5%	0.7	-6.4%	-2.0%	-1.3%	u	i	-0.2%
O=C(c1ccc2c(=O)n(Cc3ccccc3)c(=S)[nH]c2c1)N1CCOCC1	-1.7%	-3.7%	0.1	5.3%	13.2%	-2.9%	-6.1%	i	-0.5%
CN(C(=O)c1cc2n(n1)C(C(F)(F)F)CC(c1ccco1)N2)c1ccc(OC(F)(F)F)cc1 (stereo not given)	-0.9%	-3.4%	-2.6	-42.6%	-8.6%	-15.0%	-7.3%	i	0.3%
Cc1ccc2c(c1)c1c(c(=O)n(Cc3ccccc3)c(=O)n1CC(=O)Nc1ccccc1C)n2C	x	-3.6%	x	-2.7%	1.8%	14.2%	u	x	-0.3%
CCOc1ccc2nc(SCC(=O)NNC(=O)c3ccco3)c(C)cc2c1	-0.9%	8.3%	-0.2	-3.6%	1.7%	-9.9%	-18.3%	i	-0.1%
O=C(OC(C(=O)NCC1CCCO1)c1ccc(F)cc1)c1ccco1 (stereo not given)	-2.6%	21.9%	0.5	0.3%	-9.0%	0.2%	-3.2%	i	-0.2%
CC1=C(C(N)=O)C(c2cccc(Br)c2)n2nc(SCc3ccccc3Cl)nc2N1 (stereo not given)	x	-15.4%	x	4.6%	5.3%	-0.5%	x	x	-1.6%
CC(OC(=O)C1=NNC(=O)CC1)C(=O)Nc1ncc(Cl)cc1Cl (stereo not given)	-4.3%	7.1%	-2.7	1.4%	-1.0%	4.0%	8.7%	i	-0.4%

Further structures.
SMILES	Mm-Cpn inhibitor	Abeta rescue	CCT modulator	HepG2 viability	TGFb SMAD3 inh	A549 tox	Nrf2 inh	Akt phos inh	Nrf2 ARE act
O=C(NC(Cc1ccccc1)C(=O)O)/C(=C/c1ccccc1)NC(=O)c1ccco1 (stereo not given)	2.0%	-10.6%	-0.8	4.9%	1.8%	2.3%	4.4%	i	7.5%
CNC(=O)c1ccc(N(Cc2ccccc2)S(C)(=O)=O)cc1	2.9%	-5.6%	-7.3	3.7%	0.3%	-1.1%	2.0%	i	-0.9%
CC(Sc1nn(-c2ccccc2)c(=S)s1)C(=O)NCC1CCCO1 (stereo not given)	-2.9%	-10.6%	-5.2	3.0%	5.8%	-0.5%	1.9%	i	-0.9%
COc1cccc(NC(=O)/C(C#N)=C\c2cn(Cc3ccc(Cl)cc3)c3ccccc23)c1	x	-7.7%	x	-11.1%	11.2µM*	-21.1%	u	x	0.5%
Cc1ccc(C(=O)OCC(=O)Nc2c(Cl)cc(S(N)(=O)=O)cc2Cl)o1	-4.2%	9.6%	1.6	0.8%	17.7%	-14.4%	-31.1%	i	0.0%
COc1ccc(C(=O)OCc2cc(=O)oc3c(C)c(C)ccc23)cc1S(=O)(=O)N1CCOCC1	x	0.8%	0.3	15.0%	2.8%	x	x	i	-1.5%
CC(C)CC(C(=O)Nc1ccccc1)N1C(=O)C2C3C=CC(C3)C2C1=O (stereo not given)	0.8%	17.7%	1.7	-15.8%	-6.7%	-2.8%	-4.4%	i	-0.5%
CN(C)S(=O)(=O)c1cccc(NC(=S)N/N=C/c2ccc(O)c(O)c2O)c1	0.2%	-23.1%	-1.5	-9.1%	u	-17.3%	-26.7%	i	3.5%
COc1ccc(OC)c(N(CC(=O)NC2CC2)S(=O)(=O)c2ccc(C)cc2)c1	0.4%	21.1%	0.8	-15.6%	2.5%	-16.7%	3.1%	i	-0.8%
COCCNC(=O)c1ccc2c(c1)N(Cc1cc(C)ccc1C)C(=O)c1ccccc1S2(=O)=O	x	-13.9%	x	-13.7%	x	5.5%	2.8%	x	2.9%
CN(C)/C=C(/C(=O)c1ccc(Cl)c(Cl)c1)S(C)(=O)=O	-0.3%	6.6%	0.9	15.2%	15.6%	-0.8%	-0.1%	i	-0.2%
C=CCN1C(=O)c2ccc(C(=O)N(C)Cc3ccc(C)o3)cc2C1=O	1.4%	28.3%	0.9	3.4%	-3.8%	7.1%	22.9%	i	-0.2%

(more compounds)
SMILES	Mm-Cpn inhibitor	Abeta rescue	CCT modulator	HepG2 viability	TGFb SMAD3 inh	A549 tox	Nrf2 inh	Akt phos inh	Nrf2 ARE act
O=C(CCC1CCCN(C(=O)c2cccs2)C1)N1CCN(c2ccccn2)CC1 (stereo not given)	0.6%	0.8%	-2.4	-2.5%	2.9%	-0.1%	-12.0%	i	0.1%
CC(C)(C)OC(=O)N1CCC(c2c(C(=O)Nc3ccc4c(c3)OCCO4)cnn2-c2ccc(F)cc2)CC1	x	9.3%	x	-13.9%	u	-17.4%	u	x	-0.2%
COC(=O)CCN(C(=O)C12CC3CC(CC(C3)C1)C2)c1ccccn1	-2.4%	20.1%	-4.8	0.1%	22.6%	-9.0%	1.0%	i	-0.9%
COCCn1c(=S)[nH]c2cc(C(=O)NCc3ccccc3)ccc2c1=O	x	-3.9%	-1.7	1.9%	-8.3%	x	x	i	-1.2%
CCOc1ccc(NC(=O)CN(C)CC(=O)NC2CCCc3ccccc32)cc1OCC (stereo not given)	-0.3%	11.1%	-1.9	-18.8%	3.3%	14.3%	2.9%	i	-0.6%
COc1ccc(C(=O)Nc2ccccc2NC(=O)c2ccco2)cc1OC	1.2%	4.3%	-0.6	-0.4%	9.3%	-2.0%	u	i	-0.3%
Cc1ccc(C)c(N2CCN(C(=O)Cc3ccc(NC4=NC5CS(=O)(=O)CC5S4)cc3)CC2)c1 (stereo not given)	0.4%	4.8%	-0.2	-4.4%	-13.1%	4.7%	-24.3%	i	0.1%
C[C@H](NC(=O)C1CCN(S(=O)(=O)c2ccccc2)CC1)C(=O)NCc1ccc(Cl)c(Cl)c1	2.1%	x	-2.4	-17.5%	-18.8%	6.3%	22.5%	i	1.2%
CC(C)[C@H](N)C(=O)N[C@H]1CCC2C3CC=C4C[C@@H](O)CC[C@]4(C)C3CC[C@@]21C (stereo not given in full)	x	4.0%	0.0	20µM*	u	x	x	i	10.1%

Screens as filed in PubChem.
